Screening results as filed in PubChem BioAssay.
IDH1 mut inh = IDH1 R132H (human) inhibition | O75874 | IDH1 R132H reductase, diaphorase/resazurin fluorescence, 60 min | inhibition, % at 10 µM | actives 0.18% (n = 70,000); in the data active means inhibition above about 34%; inconclusive means no clear call, values can overlap the other calls; inactive means below about 11%;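 further: 0% = DMSO and 100% = no enzyme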
Target sequence (O75874 whole entry R132H): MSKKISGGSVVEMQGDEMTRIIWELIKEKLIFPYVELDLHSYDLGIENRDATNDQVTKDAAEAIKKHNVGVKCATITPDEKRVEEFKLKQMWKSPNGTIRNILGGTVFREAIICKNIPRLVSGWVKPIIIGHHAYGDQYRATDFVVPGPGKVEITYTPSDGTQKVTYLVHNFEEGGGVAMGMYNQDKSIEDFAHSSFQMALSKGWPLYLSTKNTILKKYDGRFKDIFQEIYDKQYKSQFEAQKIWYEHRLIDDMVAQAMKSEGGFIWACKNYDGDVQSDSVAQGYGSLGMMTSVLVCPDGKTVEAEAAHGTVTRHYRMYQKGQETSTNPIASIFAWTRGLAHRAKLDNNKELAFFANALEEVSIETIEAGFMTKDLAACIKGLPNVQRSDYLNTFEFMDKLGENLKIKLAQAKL
PRC2 inh = EZH2 (human) methyltransferase inhibition; Q15910; PRC2 H3K27 methylation, DELFIA TRF, 1 h; inhibition, % at 12.5 µM; actives 0.35% (n = 57,000);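 active means mean inhibition of replicates at least 50% and every single replicate also reaching 50%; inconclusive means mean inhibition at least 50% but some replicate falls below 50%; inactive means mean inhibition under 50%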;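 further: dimethyl H3K27 on biotinylated H3 21-44 peptide detected by antibody; plate controls were median neutral control wells for no effect and median positive control wells for full effect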
Active calls of the source: *; ? = inconclusive; / = no result given; & = joins results of further samples. This is a subset (hit frequency here may not be typical).

The first five records as a preview:
mol	IDH1 mut inh	PRC2 inh
C[C@@H]1CN([C@@H](C)CO)C(=O)CCCn2nncc2CO[C@H]1CN(C)Cc1ccc2cccnc2c1	/	7.8
COc1ccc(S(=O)(=O)N(C)C[C@@H]2Oc3c(NC(=O)CCCCCC(=O)Nc4ccccc4N)cccc3C(=O)N([C@@H](C)CO)C[C@@H]2C)cc1	0.0	13.1
COc1ccc([Si](C)(C)[C@H]2[C@H](CCO)O[C@@]3(C(=O)N4c5c(cc(OC)cc53)C(C)=CC4(C)C)[C@@H]2C)cc1	/	43.5
O=C(C[C@@H]1C[C@H]2c3cc(NS(=O)(=O)c4ccc(F)cc4)ccc3O[C@H]2[C@H](CO)O1)NC1CCCC1	1.2	5.7
CO[C@H]1CN(C)C(=O)c2cc(NC(=O)NC(C)C)ccc2OC[C@@H](C)N(C(=O)CC2CC2)C[C@@H]1C	0.2	-6.7

The whole of this part, repeating the preview:
mol	IDH1 mut inh	PRC2 inh
C[C@@H]1CN([C@@H](C)CO)C(=O)CCCn2nncc2CO[C@H]1CN(C)Cc1ccc2cccnc2c1	/	7.8
COc1ccc(S(=O)(=O)N(C)C[C@@H]2Oc3c(NC(=O)CCCCCC(=O)Nc4ccccc4N)cccc3C(=O)N([C@@H](C)CO)C[C@@H]2C)cc1	0.0	13.1
COc1ccc([Si](C)(C)[C@H]2[C@H](CCO)O[C@@]3(C(=O)N4c5c(cc(OC)cc53)C(C)=CC4(C)C)[C@@H]2C)cc1	/	43.5
O=C(C[C@@H]1C[C@H]2c3cc(NS(=O)(=O)c4ccc(F)cc4)ccc3O[C@H]2[C@H](CO)O1)NC1CCCC1	1.2	5.7
CO[C@H]1CN(C)C(=O)c2cc(NC(=O)NC(C)C)ccc2OC[C@@H](C)N(C(=O)CC2CC2)C[C@@H]1C	0.2	-6.7
COc1ccc(C2Oc3c(OC)cc(/C=C/COC4OC(CO)C(O)C(O)C4O)cc3C2CO)cc1OC (stereo not given)	10.3	-6.6
CNC[C@H]1Oc2ccc(NC(=O)Nc3ccc(OC)cc3)cc2C(=O)N([C@H](C)CO)C[C@@H]1C	-0.2	7.7
O=C(NCC[C@@H]1CC[C@H](NC(=O)C2CCCC2)[C@H](CO)O1)c1cc(Cl)cc(Cl)c1	0.0	-1.6
C=CC[C@@]1(C(=O)N2CCCCC2)N=C(c2ccc(OCCCO)cc2)O[C@@H]1c1ccccc1	/	0.9
C[C@@H]1CN([C@H](C)CO)C(=O)c2cc(NC(=O)Cn3cnnn3)ccc2O[C@@H]1CN(C)CC1CC1	1.7	6.8
O=C(N[C@H]1CC[C@@H](CCNS(=O)(=O)Cc2ccccc2)O[C@H]1CO)c1ccccc1F	-0.3	6.0
COc1ccccc1CNC(=O)C[C@@H]1C[C@@H]2c3cc(NC(=O)c4cccnc4)ccc3O[C@@H]2[C@H](CO)O1	-0.6	7.2
COc1ccc(CN(C)C[C@@H]2Oc3c(NS(C)(=O)=O)cccc3C(=O)N([C@H](C)CO)C[C@H]2C)cc1	2.9	-4.8
Cc1ccc(S(=O)(=O)N(C)C[C@H]2Oc3cc(Br)ccc3S(=O)(=O)N([C@H](C)CO)C[C@H]2C)cc1	-0.5	-0.1&0.2
Cc1ccc(-c2cc(C(F)(F)F)nn2-c2ccc(S(N)(=O)=O)cc2)cc1	0.0	-5.1
CCCC#Cc1ccc2c(c1)O[C@H](CN(C)C(=O)c1cnccn1)[C@@H](C)CN([C@@H](C)CO)S2(=O)=O	-1.0	1.3
Cc1ccc(F)cc1S(=O)(=O)N[C@@H]1CCN(Cc2cccc3[nH]ccc23)C1	/	-0.3
C[C@@H]1CN([C@@H](C)CO)C(=O)c2cc(NC(=O)NC3CCCCC3)ccc2O[C@@H](C)CCCCO[C@H]1CN(C)S(=O)(=O)c1cccs1	0.7	/
COc1ccc(CN(C)C[C@@H]2OCCCC[C@H](C)Oc3ccc(NC(=O)C4CCCCC4)cc3C(=O)N([C@@H](C)CO)C[C@@H]2C)cc1	4.1	/
CO[C@@H]1CN(C)C(=O)c2cc(NC(=O)c3ccccc3)ccc2OC[C@@H](C)N(C(C)=O)C[C@H]1C	0.0	14.3
CO[C@H]1CN(C)C(=O)c2cc(NS(=O)(=O)c3ccc(Oc4ccccc4)cc3)ccc2OC[C@@H](C)NC[C@H]1C	-0.1	-13.7
CCOc1ccc(NC(=O)CSc2nc3sc(C)c(C)c3c(=O)n2-c2ccc(C)cc2)cc1	0.5	-12.5
CCOc1ccccc1C(=O)Oc1c(S(=O)(=O)c2ccc(C)cc2)c(C)nn1-c1ccccc1	1.4	/
COc1ccccc1-c1cn(CC[C@H]2CC[C@H](NC(=O)C3CCOCC3)[C@@H](CO)O2)nn1	0.4	-2.4
C[C@H]1CN([C@@H](C)CO)C(=O)Cc2cc(NC(=O)Cn3cnnn3)ccc2O[C@@H]1CN(C)Cc1ccncc1	0.0	5.3
CO[C@@H]1CN(C)C(=O)c2cc(NC(=O)C3CC3)ccc2OC[C@H](C)N(C(=O)CN2CCOCC2)C[C@H]1C	-0.3	5.2
COc1c(-c2ccc(O)cc2)oc2cc(O)cc(O)c2c1=O	1.3	/
CO[C@H](CN(C)S(=O)(=O)c1cn(C)cn1)[C@H](C)CN(C(=O)Nc1ccc(F)cc1)[C@@H](C)CO	0.3	-11.6
COC(=O)c1cc(NC(=O)CN2C(=O)c3cccc4cccc2c34)ccc1Cl	-0.3	2.1
C[C@H]1[C@H](C)CC[C@]2(C(=O)O)CC[C@]3(C)C(=CC[C@@H]4[C@@]5(C)CC[C@H](O)C(C)(C)[C@@H]5CC[C@]43C)[C@H]12	0.3	-8.6
O=C(OCc1cccc([N+](=O)[O-])c1)c1ccc(NC(=O)c2ccco2)cc1	0.4	-5.2
C[C@H]1CN([C@@H](C)CO)C(=O)Cc2cc(NS(=O)(=O)c3cn(C)cn3)ccc2O[C@H]1CN(C)Cc1ccc(Cl)c(Cl)c1	-2.3	-6.0
C[C@H](CO)N1C[C@H](C)[C@@H](CN(C)Cc2ccccc2)Oc2ccc(NC(=O)Nc3ccc4c(c3)OCO4)cc2C1=O	0.0	-21.4
C[C@@H]1CN([C@@H](C)CO)C(=O)c2cc(NS(=O)(=O)c3ccc(Cl)cc3)ccc2O[C@@H](C)CCCCO[C@H]1CN(C)C(=O)Cc1ccccc1	1.1	/
COc1ccc(S(=O)(=O)N(C)C[C@H]2Oc3ccc(NC(=O)Cn4cnnn4)cc3C(=O)N([C@@H](C)CO)C[C@@H]2C)cc1	-1.3	/
CC1OC(O[C@H]2CC[C@@]3(C)C(CC[C@]4(C)C3CC=C3[C@@H]5CC(C)(C)C[C@@H](O)[C@]5(C)CC[C@]34C)[C@@]2(C)CO)C(OC2OC(C(=O)O)C(O)C(O)C2OC2OCC(O)C(O)C2O)C(O)C1O (stereo not given in full)	0.9	/
N#Cc1c(NC(=O)Cn2cnc3ccccc3c2=O)sc2c1CCC2	-0.1	-0.1
CC(C)C#Cc1ccc2c(c1)O[C@@H](CN(C)CC1CCOCC1)[C@@H](C)CN([C@H](C)CO)S2(=O)=O	-0.5	0.4
CO[C@H]1CN(C)C(=O)c2ccc(NC(=O)Nc3cccc(F)c3)cc2OC[C@@H](C)NC[C@@H]1C	0.3	-6.8
C[C@H](CO)N1C[C@H](C)[C@H](CN(C)C(=O)Nc2ccccc2)Oc2ccc(N(C)C)cc2C1=O	-0.2	/
O=C(C[C@H]1C[C@H]2c3cc(NC(=O)Nc4ccc(F)cc4)ccc3O[C@H]2[C@H](CO)O1)NC1CCCCC1	0.0	-11.9
C[C@H]1CN([C@@H](C)CO)C(=O)Cc2cc(NS(=O)(=O)c3ccc(F)cc3)ccc2O[C@@H]1CN(C)C	0.0	-2.9
CC(C)NC(=O)N(C)C[C@H]1OCCCC[C@@H](C)Oc2ccc(NS(=O)(=O)c3cn(C)cn3)cc2C(=O)N([C@H](C)CO)C[C@H]1C	8.0	/
O=C(Nc1ccc2c(c1)[C@@H]1C[C@@H](CC(=O)N3CCOCC3)O[C@@H](CO)[C@@H]1O2)NC1CCCCC1	-0.1	2.5
COCC(=O)Nc1ccc2c(c1)[C@H]1C[C@@H](CC(=O)NCC3CC3)O[C@@H](CO)[C@H]1O2	-1.2	6.4
COC(=O)CCSc1nc(SC)nc2sc3c(c12)CC(C)(C)OC3	1.0	20.0
Cc1ccc2c(C)nc(NC3=NC(C(=O)Nc4ccc(Cl)c(Cl)c4)CC(=O)N3)nc2c1 (stereo not given)	0.2	31.6
C[C@H](CO)N1C[C@H](C)[C@H](CN(C)C(=O)Nc2cccc3ccccc23)Oc2ncc(C#CCC3CCCC3)cc2C1=O	0.2	/
CN(C)c1ccc2c(c1)[C@H]1C[C@H](CC(=O)N3CCc4ccccc4C3)O[C@@H](CO)[C@H]1O2	-2.5	5.4
C[C@@H]1CC[C@]2(C(=O)O)CC[C@]3(C)C(=CCC4[C@@]5(C)C[C@@H](O)[C@@H](O)C(C)(C)C5CC[C@]43C)C2[C@]1(C)O (stereo not given in full)	-0.5	/

(list continues)
mol	IDH1 mut inh	PRC2 inh
COc1ccccc1S(=O)(=O)N[C@H]1C=C[C@@H](CC(=O)N2CCN(C)CC2)O[C@@H]1CO	0.0	-0.1
O=C(C[C@H]1CC[C@@H](NC(=O)Nc2cc(F)ccc2F)[C@H](CO)O1)Nc1ccccc1	-0.3	11.3
C[C@H](CO)N1C[C@H](C)[C@H](CN(C)C(=O)Cc2ccccc2)OCCCC[C@H](C)Oc2ccc(NS(=O)(=O)c3ccccc3)cc2C1=O	-0.9	/
COc1cccc(C#Cc2ccc3c(c2)O[C@H](CN(C)C(C)=O)[C@H](C)CN([C@H](C)CO)S3(=O)=O)c1	-0.5	-29.2
Cc1noc(C)c1S(=O)(=O)N(C)C[C@H]1Oc2ccc(NS(=O)(=O)c3cn(C)cn3)cc2CC(=O)N([C@H](C)CO)C[C@@H]1C	-5.3	/
COc1ccc(CNC(=O)C[C@@H]2C=C[C@@H](NC(=O)c3cccc(F)c3)[C@@H](CO)O2)cc1	0.1	5.0
COc1ccc(S(=O)(=O)N(C)C[C@@H]2Oc3ccc(NC(=O)C4CCCCC4)cc3C(=O)N([C@@H](C)CO)C[C@H]2C)cc1	1.2	/
Cc1noc(C)c1NC(=O)N(C)C[C@@H]1OCCCC[C@@H](C)Oc2ccc(NS(=O)(=O)c3ccc(F)cc3)cc2C(=O)N([C@H](C)CO)C[C@H]1C	-0.6	/
C[C@H](CO)N1C[C@H](C)[C@H](CN(C)C(=O)Nc2ccc(F)cc2)Oc2c(NC(=O)Nc3cccc4ccccc34)cccc2C1=O	0.1	-27.0
C[C@@H]1CN([C@@H](C)CO)C(=O)Cc2cc(NC(=O)Nc3ccc(F)cc3)ccc2O[C@@H]1CN(C)S(=O)(=O)c1cn(C)cn1	-0.4	/
CCc1ccccc1N(CC(=O)O)S(C)(=O)=O	0.0	-2.7
COc1ccc(CN(C)C[C@H]2Oc3ccc(NC(=O)Nc4ccc(OC)cc4)cc3C(=O)N([C@H](C)CO)C[C@@H]2C)cc1	-1.9	-11.2
O=C(C[C@H]1C[C@@H]2c3cc(NC(=O)NC4CCCC4)ccc3O[C@@H]2[C@@H](CO)O1)NCc1cccc(F)c1	0.9	0.7
C[C@@H]1CN([C@@H](C)CO)C(=O)Cc2cc(NC(=O)C3CCCCC3)ccc2O[C@H]1CN(C)C(=O)NC1CCCCC1	?	-7.6
CC[C@@H](CO)Nc1nc(NCc2ccccc2)c2ncn(C(C)C)c2n1	0.4	/
O=C(CCCCCCC(=O)Nc1ccccc1O)N/N=C/c1ccc(F)cc1	-0.1	-3.0
COc1ccc(N(C(=O)c2ccccc2)S(=O)(=O)c2cc(OC)ccc2OC)cc1	-0.3	-8.3
COc1ccc(S(=O)(=O)Nc2ccc3c(c2)C(=O)N([C@H](C)CO)C[C@H](C)[C@@H](CN(C)Cc2ccc(Cl)c(Cl)c2)OCCCC[C@H](C)O3)cc1	-0.7	/
COc1cccc(-c2cnc3c(c2)C(=O)N([C@H](C)CO)C[C@H](C)[C@@H](CN(C)C(C)=O)O3)c1	/	-7.8
CCCN(C)C[C@@H]1OCCCC[C@H](C)Oc2ccc(NC(=O)Nc3cccc4ccccc34)cc2C(=O)N([C@H](C)CO)C[C@@H]1C	-29.7	/
C[C@H](CO)N1C[C@H](C)[C@H](CN(C)S(=O)(=O)c2cn(C)cn2)Oc2ccc(N(C)C)cc2CC1=O	-17.3	-1.1
COc1ccc(C#Cc2cnc3c(c2)C(=O)N([C@@H](C)CO)C[C@H](C)[C@H](CN(C)C(=O)Nc2cccc(OC)c2)O3)cc1	/	-37.3
C[C@@H]1CN([C@@H](C)CO)S(=O)(=O)c2ccc(C#CC3CC3)cc2O[C@H]1CN(C)S(C)(=O)=O	2.9	-13.2
C[C@@H]1CN([C@@H](C)CO)C(=O)c2cc(Br)cnc2O[C@H]1CN(C)CC1CCOCC1	-0.6	/
C[C@H](CO)N1C[C@H](C)[C@@H](CN(C)S(C)(=O)=O)Oc2cc(C3=CCCC3)ccc2S1(=O)=O	/	-6.0
CCOC(=O)c1c(NC(=O)C2CC(c3ccccc3O)=NO2)sc2c1CCCC2 (stereo not given)	0.2	13.1
CO[C@@H]1CN(C)C(=O)c2cc(NC(=O)Nc3ccccc3F)ccc2OC[C@@H](C)N(Cc2ccccc2C(=O)O)C[C@@H]1C	-0.5	3.7
COc1ccc(NC(=O)Nc2ccc3c(c2)[C@H]2C[C@@H](CC(=O)NCc4ccccn4)O[C@H](CO)[C@H]2O3)cc1	-0.1	1.1
